Bim-Bcl-B: inhibitors of Bim-Bcl-B binding, primary screen, biochemical, multiplexed, human Bcl-2 family | Bcl-2-like protein 10 (Homo sapiens), Q9HD36 | bead-based flow cytometry, Bim peptide-Bcl-B binding | inhibition, % at 10 µM | hit rate 0.073% among 190,000 | AID 951, 2007;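 note: 0% = tracer peptide without compound and 100% = reference inhibitor peptide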
Target sequence (Q9HD36 whole entry, looked up): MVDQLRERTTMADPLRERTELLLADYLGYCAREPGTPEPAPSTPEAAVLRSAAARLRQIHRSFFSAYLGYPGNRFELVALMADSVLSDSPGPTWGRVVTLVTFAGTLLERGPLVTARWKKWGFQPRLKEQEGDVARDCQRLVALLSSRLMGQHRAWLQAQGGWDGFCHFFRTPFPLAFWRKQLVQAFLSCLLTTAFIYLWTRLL
Rab2 wt GTP: modulators of GTP binding to Rab2A wildtype, primary screen, biochemical, dog, bead-based flow cytometry, multiplex; AID 760, 2007; GTP binding activity, % at 10 µM; GST-Rab2 wt beads, Bodipy-GTP binding; hit rate 0.19% among 190,000;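 active = GTP binding activity at least 20 points away from 100%, either lowered or raised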;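 note: 0% = beads with excess unlabeled GTP and 100% = no-compound control corrected for plate trend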
Rab7 wt GTP bind: modulators of GTP binding to Rab7, primary screen, biochemical, wildtype, multiplex bead flow cytometry; hit rate 0.055% among 190,000; AID 758, 2007; Rab7 GTPase wild type (dog), Bodipy-FL-GTP binding; GST-Rab7 beads, fluorescent GTP binding; actives lie on both sides; untreated = 100%, excess cold GTP = 0%; GTP binding activity (percent of control), % at 10 µM;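 active = fluorescent GTP binding to Rab7 beads changed by at least 20 points from the 100% baseline, either direction, mostly lower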;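 note: median green fluorescence of bound Bodipy-FL-GTP per Rab7 bead population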
Bim-Bcl-XL: inhibitors of Bim-Bcl-XL binding, primary screen, biochemical, multiplexed, bead flow cytometry, human Bcl-XL. AID 1007, 2008. inhibition, % at 10 µM. hit rate 0.04% among 190,000. Bim peptide-Bcl-XL binding, fluorescence
Target sequence (Q07817 whole entry, looked up): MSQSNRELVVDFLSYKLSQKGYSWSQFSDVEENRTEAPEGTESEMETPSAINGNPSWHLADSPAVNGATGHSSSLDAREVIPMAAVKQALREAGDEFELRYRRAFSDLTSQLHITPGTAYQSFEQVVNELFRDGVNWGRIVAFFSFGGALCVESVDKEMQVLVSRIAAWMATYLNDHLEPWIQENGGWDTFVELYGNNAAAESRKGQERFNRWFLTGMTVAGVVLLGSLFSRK
Bfl-1 Bim block: inhibitors of Bim binding to Bfl-1, primary screen, biochemical, multiplexed, bead-based flow cytometry. hit rate 0.12% among 190,000. inhibition, % at 10 µM. Bim-Bfl-1 binding inhibition. Bcl-2-related protein A1 (Homo sapiens), Q16548. AID 1008, 2008;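 note: 0% = wells without compound plus tracer and 100% = blocker peptide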
Cdc42 wt: modulators of GTP binding to wildtype Cdc42, primary screen, biochemical, multiplex bead flow cytometry, Bodipy-GTP; Cell division control protein 42 homolog (Homo sapiens), P60953; GST-Cdc42 beads; actives lie on both sides; percent activity (GTP binding), % at 10 µM; hit rate 0.2% among 190,000; AID 761, 2007;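 active = percent activity GTP binding at least 20 points away from the 100% baseline, either down as inhibitor or up as activator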;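 note: median bead fluorescence of bound Bodipy-FL-GTP at 100 nM; 0% = excess unlabeled GTP control and 100% = no compound control; below 100% means less GTP binding so inhibitor and above means activator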
Bim-Bcl-2: inhibitors of Bim-Bcl-2 binding, primary screen, biochemical, multiplexed, human Bcl-2 family; Apoptosis regulator Bcl-2 (Homo sapiens), P10415; Bead-based flow cytometry, Bim peptide-Bcl-2 binding; inhibition, % at 10 µM; hit rate 0.06% among 190,000; in the data active = inhibition above about 40%;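 note: 0% = no compound wells with probe peptide and 100% = reference peptide inhibitor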
Target sequence (P10415 whole entry, looked up): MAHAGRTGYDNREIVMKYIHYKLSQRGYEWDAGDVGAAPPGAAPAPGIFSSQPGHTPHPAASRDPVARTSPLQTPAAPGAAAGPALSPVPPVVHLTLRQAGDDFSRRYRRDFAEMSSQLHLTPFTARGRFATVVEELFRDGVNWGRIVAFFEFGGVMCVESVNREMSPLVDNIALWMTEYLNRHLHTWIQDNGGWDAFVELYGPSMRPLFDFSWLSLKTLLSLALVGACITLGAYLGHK
Bcl-W Bim block: inhibitors of Bim binding to Bcl-W, primary screen, biochemical, multiplexed, bead-based flow cytometry; Bim peptide-Bcl-W binding; Bcl-2-like protein 2 (Homo sapiens), Q92843; hit rate 0.02% among 190,000; inhibition, % at 10 µM;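 note: 0% = bound tracer without compound and 100% = peptide blocker; higher means less fluorescent Bim peptide bound to Bcl-W beads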
Target sequence (Q92843 whole entry, looked up): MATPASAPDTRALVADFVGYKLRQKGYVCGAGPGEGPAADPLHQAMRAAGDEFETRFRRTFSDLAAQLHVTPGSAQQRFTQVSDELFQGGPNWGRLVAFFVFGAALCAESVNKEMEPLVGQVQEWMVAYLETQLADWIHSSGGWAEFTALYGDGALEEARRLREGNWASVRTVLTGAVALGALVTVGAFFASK
HRas wt GTP: modulators of GTP binding to HRas wildtype, primary screen, biochemical, bead-based flow cytometry, multiplex; GST-Ras wt beads, Bodipy-FL-GTP binding; actives lie on both sides; hit rate 0.14% among 190,000; GTP binding activity, % at 10 µM;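 active = GTP binding activity at least 20% away from the 100% baseline, either lowered as inhibitor or raised as activator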;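 note: 0% = unlabeled GTP competition control and 100% = no-compound control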
Target sequence (P01112 whole entry, looked up): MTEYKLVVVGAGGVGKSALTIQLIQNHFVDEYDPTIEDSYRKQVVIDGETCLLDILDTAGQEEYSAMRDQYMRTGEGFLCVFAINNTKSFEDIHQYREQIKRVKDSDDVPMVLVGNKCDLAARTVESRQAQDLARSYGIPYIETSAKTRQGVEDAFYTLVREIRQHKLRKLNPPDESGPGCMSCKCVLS
Rac1 mut GTP: GTP binding modulators of activated mutant Rac1, primary screen, biochemical, bead-based flow cytometry, multiplex, fluorescent GTP; AID 764, 2007; hit rate 0.11% among 190,000; percent activity (GTP binding), % at 10 µM; GST-Rac1 activated beads; actives lie on both sides; 100% means binding = to untreated wells;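 active = GTP binding at least 20 percentage points away from the 100% baseline, in either direction, so actives lie on both sides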
Rac1 wt GTP bind: wildtype Rac1 GTP binding modulators, primary screen, biochemical, GST-Rac1 beads, flow cytometry, multiplex; Ras-related C3 botulinum toxin substrate 1 (Homo sapiens), P63000; fluorescent GTP binding; actives lie on both sides; 0 = cold GTP competed, 100 = untreated; GTP binding activity (% of control), % at 10 µM; hit rate 0.27% among 190,000; AID 757, 2007;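 active = GTP binding activity at least 20 points away from the 100% control level, either lower or higher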
Active calls of the source: *. Cut-off read from the data, not from the text of the source, unless noted: active = inhibition above about 40%.

SMILES | Bim-Bcl-B | Rab2 wt GTP | Rab7 wt GTP bind | Bim-Bcl-XL | Bfl-1 Bim block | Cdc42 wt | Bim-Bcl-2 | Bcl-W Bim block | HRas wt GTP | Rac1 mut GTP | Rac1 wt GTP bind
CCCCOc1ccc(N(CC(=O)NCC2CCCO2)C(=O)CCC(=O)Nc2nccs2)cc1 (stereo not given) | -4 | 99 | 106 | -1 | -6 | 105 | -4 | -3 | 101 | 97 | 104
O=C(N/N=C\C=C\c1ccc2c(c1)OCO2)c1ccc(F)cc1 | -6 | 103 | 100 | -5 | -1 | 100 | -1 | -2 | 97 | 95 | 100
CC(C)(C)C(=O)NCCCNc1ccc([N+](=O)[O-])cc1 | -3 | 95 | 94 | -6 | -6 | 94 | -3 | -2 | 94 | 96 | 97
FC(F)(F)c1nc(N2CCCC2)ncc1-c1nnnn1-c1ccccc1 | 0 | 98 | 100 | 0 | 0 | 97 | 0 | 1 | 98 | 99 | 96
Cc1ccc(-c2ccccc2[C@@H]2C[C@H]3CN(C)C(=O)[C@]34CCCN24)o1 | 0 | 100 | 100 | -1 | 0 | 96 | 1 | 3 | 98 | 97 | 98
COc1ccc(OC)c(S(=O)(=O)N(C)CC(=O)Nc2ccccc2OC)c1 | -6 | 98 | 102 | -3 | -7 | 101 | -6 | 4 | 101 | 99 | 107
C/C(=N/OCO/N=C(\C)c1ccc(F)cc1F)c1ccc(F)cc1F | -12 | 96 | 96 | -9 | -2 | 98 | -5 | -3 | 97 | 95 | 101
Fc1cccc(NC(=S)N2CCn3cccc3C2c2cccnc2)c1 (stereo not given) | -8 | 98 | 104 | -2 | -6 | 98 | -5 | 0 | 100 | 95 | 101
CC1=CC(C)(C)NC(=S)N1c1ccccc1 | -9 | 99 | 101 | -12 | -15 | 101 | -10 | 0 | 100 | 100 | 108
CCNS(=O)(=O)c1cccc(C(=O)c2c(C)cc3ccccn23)c1 | 0 | 99 | 96 | -6 | 0 | 101 | -3 | -2 | 98 | 98 | 103
Cn1c(=O)[nH]c(=O)c2c1nc(SCC(O)CO)n2Cc1ccccc1Cl (stereo not given) | -6 | 100 | 99 | -2 | -8 | 102 | -2 | 2 | 100 | 101 | 102
CCCNC(=S)Nc1ccc(Nc2ccccc2)cc1 | -7 | 97 | 97 | 0 | 2 | 96 | 0 | -2 | 98 | 96 | 97
CCc1ccc(NC(=S)Nc2cc(C(=O)O)ccc2N2CC3CC(C2)c2cccc(=O)n2C3)cc1 (stereo not given) | -1 | 97 | 101 | -4 | -1 | 100 | -4 | 0 | 97 | 95 | 100
CCn1nc(C(=O)N2CCN(Cc3ccc4c(c3)OCO4)CC2)c2ccccc2c1=O | -3 | 94 | 91 | -4 | -2 | 97 | 0 | -1 | 97 | 98 | 99
CN(CC(=O)Nc1cccc(F)c1)C(=O)CCCc1cccs1 | -7 | 100 | 99 | -6 | -7 | 105 | -8 | -3 | 97 | 99 | 105
Cc1ccc(Nc2nc(N)nc(CN3CCc4ccccc4C3)n2)cc1 | -8 | 102 | 102 | -2 | -10 | 102 | -8 | 2 | 103 | 99 | 103
c1ccc(-c2nn3cnnc3c3ccccc23)cc1 | -2 | 97 | 96 | -5 | -6 | 99 | -1 | 0 | 100 | 96 | 100
CC(C)(C)C(=O)NC(=S)NNC(=O)C(c1ccccc1)c1ccccc1 | -4 | 93 | 98 | -4 | -1 | 92 | 1 | 1 | 92 | 90 | 94
O=C(CSc1nnc(-c2ccccc2)o1)N1CCOCC1 | 1 | 99 | 102 | 1 | -2 | 97 | 1 | -2 | 99 | 93 | 96
COc1ccc(OC)c(NC(=O)C(CCS(C)(=O)=O)NC(C)=O)c1 (stereo not given) | -4 | 99 | 99 | -6 | -5 | 103 | 0 | -7 | 102 | 100 | 105
CCOC(=O)N1CCN(S(=O)(=O)c2ccc(F)c(C(=O)Nc3cccc(C)c3C)c2)CC1 | 0 | 99 | 99 | -4 | -3 | 100 | -1 | -1 | 99 | 99 | 100
COC(=O)c1ccc(NC(=O)c2cc(-c3ccccn3)nc3ccccc23)cc1 | 0 | 97 | 104 | 0 | -3 | 95 | 0 | 0 | 98 | 95 | 98
Cc1ccc(N2C(=O)Nc3ccccc3C2(O)C(=O)N2CCN(c3ccccn3)CC2)cc1C (stereo not given) | -5 | 91 | 96 | -6 | -6 | 93 | -2 | -3 | 95 | 93 | 94
CSc1nc(C)cc(SCC(=O)Nc2ccccc2)n1 | 0 | 100 | 99 | 1 | -1 | 101 | 1 | 0 | 100 | 102 | 102
CCCCN(CCCC)C(=O)CSc1nnc(-c2cc(OC)c(OC)c(OC)c2)o1 | -4 | 101 | 103 | -5 | -7 | 99 | -4 | -2 | 101 | 98 | 104
N#Cc1c(N)nc(SCC(=O)NCCc2ccccc2)c(C#N)c1-c1cccs1 | -4 | 101 | 101 | -2 | 1 | 101 | -1 | -4 | 100 | 100 | 104
O=C(NCc1cccs1)C1CC(c2ccccc2O)=NO1 (stereo not given) | -7 | 101 | 99 | -13 | -13 | 103 | -8 | -2 | 102 | 98 | 101
C[n+]1cn(CC(O)COCc2ccccc2)c2ccccc21 (stereo not given) | -3 | 102 | 100 | 0 | 0 | 107 | 0 | 0 | 105 | 102 | 108
CCOC(=O)c1c(C)[nH]c(C)c1C(=O)COC(=O)c1ccc(OC)c(OC)c1 | -3 | 93 | 97 | -2 | -3 | 92 | -1 | -2 | 96 | 93 | 96
COc1ccc2c(c1)c(CC(=O)Nc1cc(C)ccc1C)c(C)n2C(=O)c1ccc(Cl)cc1 | -6 | 98 | 95 | -6 | 0 | 97 | -1 | -2 | 98 | 97 | 100
CC(C)CC(N=C1NC(C)(C)Cc2ccccc21)C(=O)O (stereo not given) | -6 | 100 | 95 | -6 | -3 | 103 | 5 | -5 | 100 | 99 | 103
CCOC(=O)N1CCC(N2CCN(S(=O)(=O)c3ccc(NC(C)=O)cc3)CC2)CC1 | -8 | 103 | 102 | -1 | -9 | 106 | -6 | 1 | 104 | 98 | 110
COC(=O)c1c(N(S(C)(=O)=O)S(C)(=O)=O)sc2c1CCN(c1ncc(C(F)(F)F)cc1Cl)C2 | -9 | 101 | 101 | -6 | -14 | 99 | -5 | -1 | 98 | 92 | 99
O=C(NCc1ccccc1)N1CCC(CO)(CCc2ccccc2)CC1 | -8 | 98 | 101 | -2 | -6 | 96 | -3 | -4 | 97 | 94 | 100
CC(C)C1C(C#N)=C(N)Oc2n[nH]c(C(C)(C)C)c21 (stereo not given) | -10 | 98 | 97 | -12 | -19 | 100 | -13 | -3 | 101 | 97 | 101
CC(CCc1ccccc1)NC(=O)CCCCCNc1nc(=S)[nH]c2ccccc12 (stereo not given) | -5 | 91 | 99 | 0 | -3 | 93 | -5 | -1 | 94 | 100 | 95

Single records, from the list above:
`CC(C)(C)C(=O)NC(=S)NNC(=O)C(c1ccccc1)c1ccccc1` in the list: Bim-Bcl-B: -4; Rab2 wt GTP: 93; Rab7 wt GTP bind: 98; Bim-Bcl-XL: -4; Bfl-1 Bim block: -1; Cdc42 wt: 92; Bim-Bcl-2: 1; Bcl-W Bim block: 1; HRas wt GTP: 92; Rac1 mut GTP: 90; Rac1 wt GTP bind: 94
`C[n+]1cn(CC(O)COCc2ccccc2)c2ccccc21` (stereo not given) in the list: Bim-Bcl-B: -3; Rab2 wt GTP: 102; Rab7 wt GTP bind: 100; Bim-Bcl-XL: 0; Bfl-1 Bim block: 0; Cdc42 wt: 107; Bim-Bcl-2: 0; Bcl-W Bim block: 0; HRas wt GTP: 105; Rac1 mut GTP: 102; Rac1 wt GTP bind: 108
`C/C(=N/OCO/N=C(\C)c1ccc(F)cc1F)c1ccc(F)cc1F` in the list: Bim-Bcl-B: -12; Rab2 wt GTP: 96; Rab7 wt GTP bind: 96; Bim-Bcl-XL: -9; Bfl-1 Bim block: -2; Cdc42 wt: 98; Bim-Bcl-2: -5; Bcl-W Bim block: -3; HRas wt GTP: 97; Rac1 mut GTP: 95; Rac1 wt GTP bind: 101

Carrying on:
SMILES | Bim-Bcl-B | Rab2 wt GTP | Rab7 wt GTP bind | Bim-Bcl-XL | Bfl-1 Bim block | Cdc42 wt | Bim-Bcl-2 | Bcl-W Bim block | HRas wt GTP | Rac1 mut GTP | Rac1 wt GTP bind
O=C(Oc1cccc2cccnc12)c1ccc(Br)o1 | -2 | 100 | 98 | 2 | -2 | 103 | -4 | -3 | 102 | 95 | 103
Cc1cccc(N2C(S)=C(C#N)C(=O)NC2c2cccs2)c1 (stereo not given) | 18 | 96 | 94 | 35 | 42* | 96 | 21 | 25 | 95 | 98 | 96
Cc1ccc(CSC2=NCCN2C(=O)c2ccc(S(=O)(=O)N(C)C)cc2)cc1 | 2 | 98 | 94 | -1 | -7 | 96 | 0 | 1 | 96 | 97 | 97
COc1ccccc1/C=C/CN1CCN(Cc2ccc(F)cc2)C(CCO)C1 (stereo not given) | -2 | 99 | 101 | -4 | -6 | 99 | 1 | -1 | 98 | 97 | 99
CCOC(=O)c1nnn(-c2nonc2N)c1CNC(C)C | -2 | 96 | 99 | -1 | -2 | 98 | -1 | -4 | 99 | 96 | 97
CC1CCN(S(=O)(=O)c2cc(C(=O)N3CCN(c4ncccn4)CC3)ccc2Br)CC1 | -4 | 97 | 100 | -1 | -4 | 98 | -1 | 0 | 97 | 99 | 101
Cc1ccccc1OCCOCCN1CCCCCC1 | -1 | 96 | 95 | -3 | -6 | 94 | -5 | 3 | 94 | 94 | 95
COc1ccc(/C(=N\O)c2ncc(C(F)(F)F)cc2Cl)cc1 | 0 | 103 | 102 | 2 | 0 | 105 | 0 | -1 | 103 | 102 | 103
Cc1cccc(Nc2nc(N3CCCC3)nc(N3CCCC3)n2)c1 | -5 | 102 | 102 | 5 | -10 | 102 | -6 | 4 | 101 | 100 | 107
CC1=CC(C)(C)N(C(=O)CSc2nnc(N)s2)c2c(C)cc(C)cc21 | -1 | 99 | 99 | -2 | -5 | 101 | -3 | 0 | 100 | 97 | 100
Cc1cc(C)c[n+](C[n+]2cc(C)cc(C)c2)c1 | -2 | 103 | 106 | -2 | -6 | 105 | -3 | -2 | 102 | 98 | 104
O=c1c2nnn(-c3ccc(Cl)cc3)c2ncn1Cc1ccccn1 | -5 | 92 | 97 | 0 | -6 | 92 | -1 | -3 | 92 | 94 | 95
CSC1=C(C#N)C(c2ccccc2Cl)C(C(=O)c2cccs2)C(O)(C(F)(F)F)N1 (stereo not given) | -2 | 100 | 101 | -2 | -13 | 103 | -8 | 0 | 101 | 100 | 103
Cc1ccc(C(NC(=O)c2ccccc2)C(Cl)Cl)cc1 (stereo not given) | -6 | 96 | 95 | -4 | 0 | 98 | -1 | -2 | 95 | 96 | 102
CCCC(=O)c1ccc(N2CCN(C(=O)OCC)CC2)c(F)c1 | 0 | 95 | 93 | -3 | -2 | 95 | -3 | -2 | 94 | 95 | 95
